# STAT1 activator: STAT1 signaling activation; NIH 3T3 STAT1-luciferase reporter, IFN-gamma, luminescence; 100% = IFN-gamma alone, no compound; activation (% of control), % at 5.5 µM; actives 2.6% (n = 200,000); AID 932;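 active = activation above the screen-wide mean activation plus 3 SD, cut at about 130% in these data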;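 note: raw ratio to IFN-gamma control signal so 100% means no change and 0% no light; values of inactives mirror those of a sister screen read the other way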
# G6PDH counter: counter-screen for G6PDH assay hits: L. mesenteroides G6PDH inhibition; actives 0.12% (n = 200,000); Purified L. mesenteroides G6PDH, diaphorase/resazurin coupled fluorescence, 45 min; inhibition, % at 5 µM; AID 1020; in the data active = inhibition above about 50%
# TLR4-MyD88 BLA: inhibitors of human TLR4-MyD88 binding. HeLa CL3-4 TLR4/MyD88 BLA complementation, FRET ratio. inhibition, % at 8.4 µM. O00206+Q99836. AID 861. actives 0.18% (n = 200,000); in the data active = inhibition above about 25%;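 note: 0% = vehicle and 100% = reference inhibitor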
# Diaphorase act: activates diaphorase or chemically reduces, flagging diaphorase assay artifacts | Diaphorase/resazurin coupled assay, resorufin fluorescence, 16 min; stronger effect = higher value; 1 = vehicle wells, 0 = NADH-free wells | actives 0.005% (n = 190,000) | activation factor at 20 µM;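 active = diaphorase activity raised at least twofold by the compound at 20 µM; inactive = activation factor below 2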
#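 Measured by – red resorufin fluorescence at 544/590 nm excitation/emission · Test system – Clostridium kluyveri diaphorase, purified enzyme · Incubation – reaction time 16 min, room temperature · Buffer or medium – 50 mM HEPES pH 7.4 with 4.542 mM MgCl2, 0.005% Tween 20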
# APP 5UTR inh: APP translation inhibition | SH-SY5Y APP 5'UTR-luciferase reporter, luminescence | inhibition, % at 2 µM | actives 0.82% (n = 190,000) | AID 1285;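 active = inhibition above a set limit, derived from the sample mean plus 3 SD, cut at about 45% in these data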; note: values of inactives mirror those of a sister screen read the other way
# FLuc inhib CS: Photinus pyralis luciferase inhibition counter-screen. inhibition, % at 10 µM. P08659. AID 1006. actives 1.5% (n = 200,000). ATPLite firefly luciferase biochemical luminescence, 10 min;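 active = inhibition above about 50% when tested at 10 µM, limit read from the data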
# Target sequence (P08659 whole entry, looked up): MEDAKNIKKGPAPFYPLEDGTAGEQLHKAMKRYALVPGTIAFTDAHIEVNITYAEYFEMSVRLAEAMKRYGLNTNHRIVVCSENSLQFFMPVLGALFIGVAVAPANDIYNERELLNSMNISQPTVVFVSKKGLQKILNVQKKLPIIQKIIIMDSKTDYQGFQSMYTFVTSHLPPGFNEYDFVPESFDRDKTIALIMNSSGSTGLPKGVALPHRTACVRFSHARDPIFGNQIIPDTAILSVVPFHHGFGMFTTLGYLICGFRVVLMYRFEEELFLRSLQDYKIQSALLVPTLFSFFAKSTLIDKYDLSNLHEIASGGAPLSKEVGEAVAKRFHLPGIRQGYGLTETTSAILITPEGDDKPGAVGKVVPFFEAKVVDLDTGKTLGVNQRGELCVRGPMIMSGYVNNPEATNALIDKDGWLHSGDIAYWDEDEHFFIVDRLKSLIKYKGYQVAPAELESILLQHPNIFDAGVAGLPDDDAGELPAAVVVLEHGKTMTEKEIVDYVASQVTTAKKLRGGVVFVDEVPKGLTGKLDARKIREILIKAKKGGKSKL
# NF-kB neuron act: NF-kB expression increase, human neuronal cells | actives 1.6% (n = 190,000) | fold change at 12.5 µM | NF-kB reporter expression; stronger effect = higher value; in the data active = fold change above about 3.3
# Diaphorase inh: counter-screen for diaphorase-based assays: diaphorase inhibitors and chemical oxidizers | diaphorase resazurin-to-resorufin fluorescence, NADH, 16 min; bacterial (C. kluyveri) enzyme, not human | inhibition, % at 20 µM | actives 0.69% (n = 190,000);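 active = primary screen inhibition at 20 µM above a set limit, cut at about 50% in these data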;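 note: plate controls were DMSO with full reaction for no effect and wells lacking NADH for full effect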
#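 System: Bacterial diaphorase enzyme (C. kluyveri) | Incubation: 16-min room-temperature incubation before reading | Benchmarks: No-NADH positive control and DMSO neutral control | Measured by: Resorufin fluorescence 544/590 nm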
# APP 5'UTR act: APP 5'UTR luciferase reporter activation; SH-SY5Y APP 5'UTR luciferase reporter, luminescence; zero percent = DMSO vehicle wells; activation, % at 2 µM; actives 1% (n = 190,000);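 active = activation above a set limit, based on mean plus 3 SD of controls, cut at about 140% in these data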; note: values of inactives mirror those of a sister screen read the other way
# FLuc act counter: affects firefly luciferase, flagging false hits in luciferase stimulation screens | P08659 | 200,000 tested, under 10 active | ATPlite luciferase biochemical, luminescence, 10 min; 0 = ATP-free wells, 1 = DMSO control | activation factor at 10 µM;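 active = luciferase activation factor, scaled between plate controls, of at least 2 with compound at 10 µM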
#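 System: cell-free luciferase reagent; medium: PBS as buffer for the ATP substrate; doses: test compounds dosed from 2 mM stocks in 100% DMSO; incubation: 10 min, room temperature; measured by: luminescence from luciferase reaction; read-out: luciferase activation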
# An asterisk follows results filed as active; nt = not tested or not shown.
1: CSc1nc2c(c(=O)n1Cc1ccccc1)SC(C)C2 (stereo not drawn)
2: O=c1c2cn[nH]c2[nH]c(=S)n1-c1cccc(Cl)c1
3: CC(C)CC(=O)n1sc(NC(=O)c2ccccc2)nc1=O
4: COc1ccc(N(CC(=O)Nc2cccc(N(C)S(C)(=O)=O)c2)S(C)(=O)=O)cc1OC
5: COc1cc2cc(CN(CCCN3CCOCC3)C(=O)Nc3ccc(F)cc3)c(=O)[nH]c2cc1OC
6: O=C(COC(=O)c1ccccc1)Nc1ccccc1Sc1ccccc1
7: Cc1cc(/C=C2\NC(=O)N(Cc3ccc(Cl)cc3)C2=O)c(C)n1C
8: CCc1nnc(NS(=O)(=O)c2ccc(NC(=S)NC(=O)/C=C/c3cccs3)cc2)s1

assay / compound	1	2	3	4	5	6	7	8
STAT1 activator	94	92	103	91	98	105	94	108
G6PDH counter	-9	2	-4	1	8	-17	-2	7
TLR4-MyD88 BLA	-4	-3	-6	2	-10	-6	1	-1
Diaphorase act	0.8	0.6	0.9	1	1.2	0.8	1	0.6
APP 5UTR inh	-27	12	5	-1	-4	-14	-4	-2
FLuc inhib CS	-7	-3	2	-7	-4	-7	-9	-5
NF-kB neuron act	0.81	1.6	1.1	0.95	1.1	1.1	1.2	1.2
Diaphorase inh	16	45	9	1	-17	18	0	43
APP 5'UTR act	27	-12	-5	1	4	15	4	1
FLuc act counter	1.1	1	1	1.1	1	1.1	1.1	1

9: COc1cccc(NC(=O)C(OC(=O)c2ccccc2NS(=O)(=O)c2cccs2)c2ccccc2)c1 (stereo not drawn)
10: O=C(N/N=C\c1ccc(Oc2ccccc2)cc1)c1csnn1
11: CCOC(=O)c1cc2c(=O)n3ccccc3nc2n(CC(C)C)c1=NC(=O)c1c(-c2c(F)cccc2Cl)noc1C
12: O=C(CSc1nn(-c2ccccc2)c(=S)s1)NC(=O)NCc1ccco1
13: Cc1ccc(S(=O)(=O)N2CCC(=O)N(CCOCc3ccccc3)CC2)cc1
14: O=C(CC1SC(=Nc2ccccc2)N(CCc2c[nH]c3ccccc23)C1=O)Nc1ccccc1F (stereo not drawn)
15: CCOC(=O)c1c[nH]c2c(C)cc(C)cc2c1=O
16: CN1C(=O)CC(c2ccco2)Sc2ccccc21 (stereo not drawn)

assay / compound	9	10	11	12	13	14	15	16
STAT1 activator	101	137*	90	101	89	106	103	94
G6PDH counter	-10	0	-1	8	5	8	-2	3
TLR4-MyD88 BLA	-8	-12	-11	6	-4	-16	9	-2
Diaphorase act	0.9	0.9	0.9	1.2	0.9	0.7	0.9	0.9
APP 5UTR inh	16	-5	-17	-6	-8	0	5	11
FLuc inhib CS	-4	25	0	-7	-1	-2	-4	-2
NF-kB neuron act	0.87	7.5*	0.46	0.93	0.94	0.68	0.97	2.1
Diaphorase inh	12	8	6	-16	7	26	14	9
APP 5'UTR act	-16	5	17	6	8	0	-5	-11
FLuc act counter	1	0.8	1	1.1	1	1	1	1

17: CSc1nn2c(C)c(C)c(C)nc2c1C#N
18: COc1cccc(CC(NC(C)=O)C(=O)NC2CCN(c3ncccc3[N+](=O)[O-])CC2)c1 (stereo not drawn)
19: COc1ccc(NC2=C3CCCC=C3N(c3ccc(OC)cc3)C2=O)cc1
20: CCC1CCCCN1C/C=C/c1ccccc1[N+](=O)[O-] (stereo not drawn)
21: Cc1nonc1OCCN1CCN(c2ccccc2[N+](=O)[O-])CC1
22: CCOC(=O)c1cc(C(=O)NCc2ccc(Cl)cc2Cl)nn1C
23: O=C(Nc1ccc(-n2cnnn2)cc1)C(c1ccccc1)c1ccccc1
24: CCOc1cc(C2C(C(=O)OCC(C)C)=C(C)N=C3SCCC(=O)N32)ccc1OC(C)=O (stereo not drawn)

assay / compound	17	18	19	20	21	22	23	24
STAT1 activator	100	100	94	106	100	95	101	106
G6PDH counter	6	8	15	6	4	-11	3	2
TLR4-MyD88 BLA	-2	-3	-1	-3	-10	-1	-10	3
Diaphorase act	0.9	0.8	0.8	0.9	1	0.9	0.9	0.9
APP 5UTR inh	-15	8	-2	0	-27	-8	-6	-3
FLuc inhib CS	-1	-10	-4	3	2	-7	-4	-5
NF-kB neuron act	1.1	1.1	1.6	1	0.96	1	1.1	0.95
Diaphorase inh	5	16	22	9	-5	11	12	14
APP 5'UTR act	15	-8	2	0	27	8	6	3
FLuc act counter	1	1.1	1	1	1	1.1	1	1.1

25: COC(=O)NC1CSCC1OC(=O)c1ccc(Br)cc1 (stereo not drawn)
26: CCCC(=O)Nc1ccc(C(=O)Nc2cc(C(F)(F)F)ccc2Cl)cc1
27: CCCN1CCN(C(c2cc3cc(OCC)ccc3[nH]c2=O)c2nnnn2C2CCCCC2)CC1 (stereo not drawn)
28: N#Cc1ccc(C(=O)N/N=C/c2cn(CC(=O)O)c3ccccc23)c(F)c1
29: Cc1nc2cc(C(=O)O)ccc2n1-c1ccccc1
30: CC1(C)C(CO)=CC(=O)C2=C1SCC(=O)N2
31: COc1cc(/C=C/C(=O)NCC(=O)N2CCC(N(C)CCN3CCOCC3)CC2)ccc1OC(C)C
32: COc1ccccc1NC(=S)N/N=C/c1cccc(C)c1

assay / compound	25	26	27	28	29	30	31	32
STAT1 activator	100	88	102	97	108	101	97	120
G6PDH counter	0	3	9	1	2	5	11	-21
TLR4-MyD88 BLA	-2	-9	7	1	-1	-1	-6	2
Diaphorase act	0.8	0.9	0.8	1	0.9	0.9	1.2	0.7
APP 5UTR inh	-1	-8	12	-3	nt	-1	-5	-20
FLuc inhib CS	-8	-3	-8	17	-3	-2	-1	-4
NF-kB neuron act	0.96	1	0.66	1	1.1	1.1	0.85	1.7
Diaphorase inh	16	8	15	5	9	8	-15	32
APP 5'UTR act	1	8	-12	3	nt	1	5	20
FLuc act counter	1.1	1	1.1	0.8	1	1	1	1

33: CCOc1ccc2[nH]c(=O)c(CN(CCO)C(=O)c3ccc(F)cc3)cc2c1
34: CC(=O)c1sc(NC(=O)c2ccccc2C)nc1C
35: Cc1[nH]c2ccccc2c1/C=C(\C#N)S(=O)(=O)c1ccccc1
36: Cc1nc(SCC(=O)Nc2ccccn2)n[nH]1
37: CCCCOc1cccc(C(=O)NC(=S)Nc2cccc(NC(=O)c3ccccc3Cl)c2)c1
38: COc1ccc(-c2noc(CCCC(=O)NCCc3ccccc3)n2)cc1OC
39: Clc1ccccc1Cn1nnc(-c2cccs2)n1
40: N/C(=N\OC(=O)Cc1ccccc1)c1ccc([N+](=O)[O-])cc1

assay / compound	33	34	35	36	37	38	39	40
STAT1 activator	105	108	97	100	93	105	143*	109
G6PDH counter	6	5	4	-5	11	6	-2	12
TLR4-MyD88 BLA	-5	-4	5	5	-7	-18	2	7
Diaphorase act	1	0.9	0.8	0.9	0.8	1.1	0.9	0.9
APP 5UTR inh	-2	-1	-5	17	7	15	-41	7
FLuc inhib CS	-7	35	-7	-4	-4	-2	-1	-3
NF-kB neuron act	0.83	1.5	0.87	1.2	0.92	0.76	1.8	1.5
Diaphorase inh	-2	14	23	10	16	-7	11	13
APP 5'UTR act	2	1	5	-17	-7	-15	41	-7
FLuc act counter	1.1	0.6	1.1	1	1	1	1	1

# Reprinted at random: 2 records from the list, in no set order.
36: Cc1nc(SCC(=O)Nc2ccccn2)n[nH]1
39: Clc1ccccc1Cn1nnc(-c2cccs2)n1

assay / compound	36	39
STAT1 activator	100	143*
G6PDH counter	-5	-2
TLR4-MyD88 BLA	5	2
Diaphorase act	0.9	0.9
APP 5UTR inh	17	-41
FLuc inhib CS	-4	-1
NF-kB neuron act	1.2	1.8
Diaphorase inh	10	11
APP 5'UTR act	-17	41
FLuc act counter	1	1

# Part of the list above, with two lines to a compound:
# Fields – STAT1 activator, G6PDH counter, TLR4-MyD88 BLA, Diaphorase act, APP 5UTR inh, FLuc inhib CS, NF-kB neuron act, Diaphorase inh, APP 5'UTR act, FLuc act counter
33	CCOc1ccc2[nH]c(=O)c(CN(CCO)C(=O)c3ccc(F)cc3)cc2c1
    105, 6, -5, 1, -2, -7, 0.83, -2, 2, 1.1
34	CC(=O)c1sc(NC(=O)c2ccccc2C)nc1C
    108, 5, -4, 0.9, -1, 35, 1.5, 14, 1, 0.6
35	Cc1[nH]c2ccccc2c1/C=C(\C#N)S(=O)(=O)c1ccccc1
    97, 4, 5, 0.8, -5, -7, 0.87, 23, 5, 1.1
36	Cc1nc(SCC(=O)Nc2ccccn2)n[nH]1
    100, -5, 5, 0.9, 17, -4, 1.2, 10, -17, 1

# Next structures.
41: O=C(NCc1cccs1)C1CCCN(S(=O)(=O)c2ccc3c(c2)OCO3)C1 (stereo not drawn)
42: CC(C)(C)c1ccc(C(=O)c2c[nH]c(C(=O)NCCCn3ccnc3)c2)cc1
43: O=C(NCCSCc1ccco1)Nc1ccc(Cl)cc1
44: COC(=O)c1ccc(OC)cc1OCC(=O)N1CCN(c2ccc(F)cc2)CC1
45: CC1=C(C(=O)Nc2ccccn2)C(c2ccc(Br)cc2)NC(=S)N1 (stereo not drawn)
46: COc1cc(OC)c2c(OC)cccc2n1
47: COc1ccc(-c2n[nH]c(=S)n2-c2ccc3c(c2)OCCO3)cc1
48: COc1ccc(NC(C)C(=O)Nc2cc(C(F)(F)F)ccc2N2CCOCC2)c(OC)c1 (stereo not drawn)

assay / compound	41	42	43	44	45	46	47	48
STAT1 activator	98	96	112	93	121	96	106	98
G6PDH counter	7	5	1	11	2	4	5	11
TLR4-MyD88 BLA	-11	1	-9	1	-3	4	-26	8
Diaphorase act	0.9	1.1	0.8	0.9	0.9	1	0.8	0.8
APP 5UTR inh	-8	-16	-43	-6	-24	6	7	-11
FLuc inhib CS	1	2	21	-5	-4	-1	13	-11
NF-kB neuron act	1.1	0.77	2.2	0.86	1.1	0.89	1.2	0.59
Diaphorase inh	6	-10	16	12	8	-4	20	20
APP 5'UTR act	8	16	43	6	24	-6	-7	11
FLuc act counter	1	1	0.8	1.1	1	1	0.9	1.1

49: Nc1nc(CN2CCN(c3ccccc3)CC2)nc(N2CCCc3ccccc32)n1
50: O=C(NC1CCCCC1)c1cccnc1C(=O)O
51: CN(C)S(=O)(=O)c1ccc(N2CCCC2)c(C(=O)NCc2ccc(Cl)cc2)c1
52: O=C(c1ccccc1)N1CCC(c2nc3c(nnn3Cc3ccccc3Cl)c(=O)[nH]2)CC1
53: O=C(COC(=O)CCc1c[nH]c(=O)[nH]1)Nc1cccc(Cl)c1
54: O=C(Nc1ccc(F)cc1)N1CCN(c2ncccn2)CC1
55: CCOC(=O)c1cn(CC(=O)Nc2cccc(F)c2)nn1
56: Cc1cc(C)n(-c2nc3ccccc3nc2N2CCCC2)n1

assay / compound	49	50	51	52	53	54	55	56
STAT1 activator	99	99	102	97	103	102	102	97
G6PDH counter	10	5	6	-1	0	10	6	4
TLR4-MyD88 BLA	13	-4	14	-10	-4	4	13	0
Diaphorase act	0.9	1	0.9	1	0.8	0.8	0.9	0.9
APP 5UTR inh	-11	14	3	-5	-10	-10	-2	-9
FLuc inhib CS	-4	1	-5	-1	-6	-5	-2	-3
NF-kB neuron act	1.1	0.95	0.86	0.93	1.1	1.2	1.6	1
Diaphorase inh	15	-5	11	3	18	20	11	14
APP 5'UTR act	11	-14	-3	5	10	10	2	9
FLuc act counter	1	1	1.1	1	1.1	1.1	1	1
